CASP6 VEID inh: inhibitors of human caspase-6 | purified caspase-6, Z-VEID-R110 cleavage fluorescence | inhibition, % at 12.5 µM | actives 0.53% (n = 350,000) | P55212;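 active = mean inhibition across replicates at least about 35%, with every replicate also reaching that limit, limit read from the data; inconclusive = only one of the two criteria met; inactive = neither criterion met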;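 also: 0% = median of neutral control wells and 100% = no fluorescence left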
Target sequence (P55212 24-179 limits assumed): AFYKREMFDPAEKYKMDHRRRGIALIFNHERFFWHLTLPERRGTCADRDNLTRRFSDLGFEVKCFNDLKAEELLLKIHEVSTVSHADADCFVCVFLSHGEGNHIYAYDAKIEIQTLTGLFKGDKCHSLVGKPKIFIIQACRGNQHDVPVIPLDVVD
Target sequence (P55212 194-293 limits assumed): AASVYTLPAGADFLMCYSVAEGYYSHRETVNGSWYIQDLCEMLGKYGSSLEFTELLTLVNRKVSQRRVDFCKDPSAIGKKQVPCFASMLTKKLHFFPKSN
Statin myotox sup: suppression of simvastatin myotoxicity. C2C12 myotubes + simvastatin, ATP luminescence, 48 h; scaled: DMSO 0, geranylgeraniol control 100. rescue of ATP level, % at 7.49 µM. actives 0.78% (n = 330,000);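 active = mean ATP rescue above about 67%, or every replicate alone reaching that limit, limit read from the data, passing the limit was not always enough; inconclusive = no clear call, values can overlap the other calls; inactive = mean under the limit and some replicate under it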;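 also: myotubes were challenged with 10 µM simvastatin during compound exposure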
esBAF inh: inhibitors of esBAF chromatin remodeling in mouse ES cells; reporter increase, % at 12.5 µM; actives 2% (n = 350,000); Bmi1-luciferase knock-in reporter, 24 h; 100% = twice the neutral-well signal; in the data active = activation above about 40%; inconclusive = no clear call, values can overlap the other calls;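 also: 0% = median of the plate's neutral control wells and 100% = double that signal; a rise in the Bmi1 reporter signal indicates esBAF inhibition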
LGR2 inh: inhibitors of bursicon-induced Drosophila LGR2 receptor cAMP signaling | HEK293 LGR2, CRE-luciferase, bursicon-stimulated, 4 h | inhibition, % at 9.99 µM | actives 0.35% (n = 380,000) | AID 720647;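 active = drop in luminescence signal, shown as inhibition above about 50% in the replicate tests, limit read from the data, passing the limit was not always enough; inconclusive = probably only some replicates passing the limit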;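 also: agonist challenge used bursicon conditioned medium at about half maximal strength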
S100A4 MyoIIA: inhibitors of human S100A4 binding to myosin IIA peptide; P26447; S100A4/TAMRA-MyoIIA peptide fluorescence polarization; inhibition, % at 10.7 µM; actives 0.14% (n = 360,000);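 active = mean inhibition of at least 70% across replicates, with every replicate also reaching that level; inconclusive = mean inhibition reaches 70% but some replicates fall short; inactive = mean inhibition below 70%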
Target sequence (P26447 whole entry, looked up): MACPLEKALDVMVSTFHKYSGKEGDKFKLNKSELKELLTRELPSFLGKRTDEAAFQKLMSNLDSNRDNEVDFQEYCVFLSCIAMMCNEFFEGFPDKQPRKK
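assay system = human S100A4 monomer with TAMRA-labelled myosin IIA peptide | also added = labelled myosin peptide probe, 5 nM | incubation = 5 min between mix addition and reading | control set = DMSO and TFP controls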
FN deposit inh: fibronectin deposition inhibition | AID 743247 | actives 0.086% (n = 350,000) | inhibition, % at 12.6 µM | AH1F fibroblasts, Alexa488-fibronectin deposition fluorescence, overnight;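 active = mean inhibition across replicates of 30% or more, regardless of how many single replicates reach that level; inconclusive = mean under 30% yet at least half of replicates reach 30%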;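 also: positive control wells lacked labelled fibronectin entirely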
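Assay system: AH1F fibroblast monolayer, labelled fibronectin deposition. Amount: 10000 cells per well. Also added: labelled fibronectin 24 nM. Compound: single-point pinned compound. Incubation: cell attachment 1 h, compound and FN exposure overnight. Detection: fluorescence after three HBSS washes, excitation 485 nm, emission 525 nm. Read-out: inhibition of fibronectin deposition signal.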
SIRT5 inh: blocks human SIRT5 desuccinylation of peptide. Q9NXA8. Purified SirT5, succinyl-peptide AMC, trypsin-coupled fluorescence. inhibition, % at 15 µM. actives 1.1% (n = 330,000). AID 652115; in the data active = inhibition above about 15%; inconclusive = no clear call, values can overlap the other calls
Target sequence (Q9NXA8 whole entry, looked up): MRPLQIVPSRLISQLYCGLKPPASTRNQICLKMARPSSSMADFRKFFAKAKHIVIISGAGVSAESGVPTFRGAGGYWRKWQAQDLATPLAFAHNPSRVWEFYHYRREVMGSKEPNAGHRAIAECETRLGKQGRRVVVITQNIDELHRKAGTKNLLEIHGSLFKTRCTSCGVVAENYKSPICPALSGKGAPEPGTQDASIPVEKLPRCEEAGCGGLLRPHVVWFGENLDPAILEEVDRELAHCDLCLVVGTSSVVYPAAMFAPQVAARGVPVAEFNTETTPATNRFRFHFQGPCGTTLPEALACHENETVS
Starred values were filed as active, the others as inactive; ? = inconclusive; · = not tested or not shown. This is a subset; count on the stated rates, not on these rows.

SMILES | CASP6 VEID inh | Statin myotox sup | esBAF inh | LGR2 inh | S100A4 MyoIIA | FN deposit inh | SIRT5 inh
CCN(CC)CCNC(=O)CSc1c2c(nc3cc(Cl)ccc13)CCCC2 | 1 | · | · | 6 | -3 | 7 | -3
COc1ccc(S(=O)(=O)N(C(C)=O)c2ccc3oc(=O)sc3c2)cc1 | · | 87* | -3 | · | · | -9 | ·
COc1ccc(C(=O)C2CCCN(Cc3ccc(NC(C)=O)cc3)C2)cc1OC (configuration not stated) | -1 | 3 | -7 | -3 | -4 | 3 | -2
COC(=O)c1c(C(=O)OC)c(-c2ccc(F)cc2)n2c1CSC2 | -2 | -7 | 1 | -28 | -2 | -1 | 2
CCC1Sc2ccccc2N(CC(=O)NC2CCCCC2)C1=O (configuration not stated) | 1 | · | · | 11 | -3 | -3 | -4
CC(C)N(C)c1ncnc2c1ncn2[C@H]1CN(Cc2ccc(-c3ccccc3)cc2)C[C@@H](CO)O1 | 0 | 11 | -1 | -2 | -2 | 6 | -4
O=C(/C=C/c1ccccc1Cl)NNC(=O)c1cccs1 | 0 | · | · | -6 | -6 | · | -2
COCCN(C(C)=O)c1nnc(-c2cnccn2)s1 | · | -9 | 3 | · | · | 7 | ·
C[C@@H]1CCCCO[C@H](CN(C)C(=O)Nc2ccc(F)cc2)[C@H](C)CN([C@H](C)CO)C(=O)c2cc(NC(=O)Cc3ccccc3)ccc2O1 | -1 | -23 | 2 | -9 | 25 | · | -1
O=C(NN1C(=O)c2ccccc2NC1c1ccco1)c1ccc(Br)cc1 (configuration not stated) | 0 | 2 | 17 | · | 2 | 5 | 0
CCc1ccccc1NC(=O)Nc1cc(F)ccc1F | 0 | · | · | 13 | -3 | -16 | -4
CC(C)OC(=O)CSc1nc(C(C)C)nc2ccccc12 | -2 | · | · | · | 1 | -1 | 0
C[C@H]1CN([C@@H](C)CO)C(=O)c2cc(NC(=O)Nc3ccc(C(F)(F)F)cc3)ccc2O[C@H]1CN(C)S(=O)(=O)c1cccs1 | · | · | 0 | ? | · | -13 | ·
CSc1ccccc1C(=O)Nc1ccc2c(c1)OCO2 | 2 | -4 | 3 | 25 | 15 | · | -5
COc1ccc2c3c(n(C)c2c1)[C@H](CO)N(CC1CC1)CC31CN(C(=O)Nc2ccc(F)cc2F)C1 | · | · | · | -1 | 8 | 11 | 2
O=C(COC(=O)CCCSc1nc2ccccc2[nH]1)Nc1ccc(Cl)cc1 | 0 | -7 | -2 | -4 | -1 | 5 | -2
C[C@H](NC(=O)[C@@H]1CCCN1C(=O)[C@@H]1CCCN1C(=O)OC(C)(C)C)c1ccccc1 | 1 | · | · | 3 | 5 | -5 | 16*
COc1cccc(-c2nc(NCc3ccccc3)c3ccccc3n2)c1O | 4 | 2 | 6 | -3 | 2 | -6 | -3
O=C(COC(=O)CCc1ccccc1)Nc1ccccc1OC(F)F | 1 | · | · | -10 | -1 | -2 | 5
COc1ccc(OC)c(CN2CCC(C(=O)N3CCOCC3)CC2)c1 | -1 | 6 | -3 | 16 | -9 | 7 | 0
CO[C@H]1CN(C)C(=O)c2ccc(NC(=O)C3CCOCC3)cc2OC[C@H](C)N(Cc2cccnc2)C[C@@H]1C | 0 | · | · | -2 | -28 | -9 | -1
CSc1ccccc1OCc1cc(C(=O)N2CCCC(C)C2)no1 (configuration not stated) | 1 | 16 | 62* | -58 | 0 | 0 | -5
C/C=C/c1ccc([C@@H]2[C@@H](CO)N(C(C)=O)[C@@H]2CN(C)C(=O)c2ccccn2)cc1 | 2 | 1 | 1 | 1 | -4 | 6 | -6
CCn1c(N2CCN(S(=O)(=O)CC)CC2)nc2ccccc21 | 0 | · | · | 18 | -9 | · | 2
COc1ccc([C@H]2C[C@@H](O)[C@H](n3cc(C4CC4)nn3)CN2CC2CCCCC2)cc1 | 2 | 25 | -2 | 5 | 14 | 7 | -5

A different layout for some results above:
Second line of a record: CASP6 VEID inh	Statin myotox sup	esBAF inh	LGR2 inh	S100A4 MyoIIA	FN deposit inh	SIRT5 inh
CSc1ccccc1C(=O)Nc1ccc2c(c1)OCO2
→ 2	-4	3	25	15	·	-5
COc1ccc2c3c(n(C)c2c1)[C@H](CO)N(CC1CC1)CC31CN(C(=O)Nc2ccc(F)cc2F)C1
→ ·	·	·	-1	8	11	2
O=C(COC(=O)CCCSc1nc2ccccc2[nH]1)Nc1ccc(Cl)cc1
→ 0	-7	-2	-4	-1	5	-2
C[C@H](NC(=O)[C@@H]1CCCN1C(=O)[C@@H]1CCCN1C(=O)OC(C)(C)C)c1ccccc1
→ 1	·	·	3	5	-5	16*
COc1cccc(-c2nc(NCc3ccccc3)c3ccccc3n2)c1O
→ 4	2	6	-3	2	-6	-3
O=C(COC(=O)CCc1ccccc1)Nc1ccccc1OC(F)F
→ 1	·	·	-10	-1	-2	5
COc1ccc(OC)c(CN2CCC(C(=O)N3CCOCC3)CC2)c1
→ -1	6	-3	16	-9	7	0
CO[C@H]1CN(C)C(=O)c2ccc(NC(=O)C3CCOCC3)cc2OC[C@H](C)N(Cc2cccnc2)C[C@@H]1C
→ 0	·	·	-2	-28	-9	-1
CSc1ccccc1OCc1cc(C(=O)N2CCCC(C)C2)no1 (configuration not stated)
→ 1	16	62*	-58	0	0	-5
C/C=C/c1ccc([C@@H]2[C@@H](CO)N(C(C)=O)[C@@H]2CN(C)C(=O)c2ccccn2)cc1
→ 2	1	1	1	-4	6	-6
CCn1c(N2CCN(S(=O)(=O)CC)CC2)nc2ccccc21
→ 0	·	·	18	-9	·	2
COc1ccc([C@H]2C[C@@H](O)[C@H](n3cc(C4CC4)nn3)CN2CC2CCCCC2)cc1
→ 2	25	-2	5	14	7	-5

Continued:
SMILES | CASP6 VEID inh | Statin myotox sup | esBAF inh | LGR2 inh | S100A4 MyoIIA | FN deposit inh | SIRT5 inh
Cn1cccc1-c1cc(C(=O)O)[nH]n1 | · | 4 | -2 | · | · | 0 | ·
O=S1(=O)C[C@@H](N2CCCC2)[C@H](COCc2ccccc2)N1 | -5 | 9 | 0 | -24 | 0 | · | -7
COc1ccc(S(=O)(=O)N(C)C[C@@H]2OCCCC[C@@H](C)Oc3ccc(NS(=O)(=O)c4cn(C)cn4)cc3C(=O)N([C@@H](C)CO)C[C@H]2C)cc1 | 0 | · | 2 | -7 | -6 | 6 | 5
Cc1ccc(/C=C2/CNC/C(=C/c3ccc(C)cc3)C2=O)cc1 | -2 | 15 | 2 | 55* | -3 | 0 | -6
Cc1ccc(NS(=O)(=O)c2ccc(OCC(=O)Nc3cccc([N+](=O)[O-])c3)c(C)c2)cc1 | · | -13 | 5 | 5 | · | -10 | ·
COc1ccc(C(=O)NCCNc2nc3c(C)cccc3cc2C#N)cc1 | -1 | -3 | -1 | 1 | 1 | 0 | -4
COc1ccc(-c2cnc3c(c2)C(=O)N([C@H](C)CO)C[C@H](C)[C@@H](CN(C)Cc2cccnc2)O3)cc1 | -1 | 0 | 2 | 3 | -5 | -5 | -1
N#C/C(=C(/O)CCCl)c1ccccn1 | · | 5 | -8 | 0 | · | 2 | ·
CC(C)CCN(C(=O)c1ccccn1)c1c(N)n(Cc2ccccc2)c(=O)[nH]c1=O | 8 | -138 | -2 | 0 | -10 | 14 | -1
O=C(c1cccc(F)c1)N1C[C@H]2[C@@H](c3ccccc31)[C@@H](CO)N2C(=O)C1CCOCC1 | -1 | -13 | -6 | 14 | 11 | · | -2
CCCc1c(C)nc2c(OC)cccc2c1SCC(=O)O | 6 | 0 | -3 | 5 | 3 | -3 | -4
C[C@@H]1CN([C@@H](C)CO)C(=O)c2cc(NC(=O)C3CCCCC3)ccc2O[C@@H](C)CCCCO[C@H]1CN(C)S(=O)(=O)c1cccs1 | -2 | · | -1 | 12 | -8 | · | 6
O=C1C=C(c2n[nH]nc2-c2ccccc2)C[C@@H](c2ccc(F)cc2)C1 | 8 | 13 | -4 | -1 | 0 | 7 | 5
CCCNC(=O)C[C@H]1CC[C@@H]2[C@H](COC[C@H](O)CN2S(=O)(=O)c2ccccc2F)O1 | -1 | -20 | 4 | 26 | 3 | 2 | -3
Cn1ccc(C(=O)Nc2ccc3c(c2)OCCO3)n1 | 0 | -10 | -22 | -15 | -1 | 1 | 1
CC(=O)NC12CC3CC(C1)CC(C(=O)N1CCN(S(=O)(=O)c4ccccc4C#N)CC1)(C3)C2 | -172 | 1 | 6 | 11 | -4 | -2 | -2
COC(=O)Nc1ccc(S(=O)(=O)Nc2cc(C(F)(F)F)c[nH]c2=O)cc1 | · | 2 | -7 | -1 | -1 | -1 | 3
CC(C)c1ccc(/C=C(\NC(=O)c2ccccc2)C(=O)NCCN2CCOCC2)cc1 | -1 | -2 | -4 | 5 | -4 | 0 | -1
COCCn1c(SCC(=O)c2c(N)n(C3CC3)c(=O)[nH]c2=O)nc2ccccc21 | 3 | -11 | -4 | 22 | 3 | 7 | -2
Cc1ccc(C(C)C)c(OC(=O)/C=C/c2ccccc2)c1 | · | -2 | -4 | · | · | 0 | ·
CN1CCN(C(=O)CSc2nnc(COc3ccccc3)o2)CC1 | -2 | -9 | 1 | -17 | 0 | 2 | -1
O=C(Nc1nc(-c2ccccc2)cs1)c1ccc(=O)[nH]c1 | 0 | · | · | 8 | -11 | -6 | -2
O=C(CSCC(=O)NC1CC1)Nc1ccccc1 | · | 6 | 5 | · | · | -4 | ·
O=C(NCc1cc(F)cc(F)c1)[C@@H]1[C@@H](CO)[C@@H]2Cn3c(cccc3=O)[C@H]1N2C(=O)Cc1ccccn1 | -2 | 7 | -1 | 7 | -7 | · | -5
C[C@@H]1COc2cccc(N3CCSCC3)c2S(=O)(=O)N1 | 2 | · | · | 11 | -14 | 2 | -2

Single values from the results shown:
CASP6 VEID inh, CC(C)CCN(C(=O)c1ccccn1)c1c(N)n(Cc2ccccc2)c(=O)[nH]c1=O : 8
S100A4 MyoIIA, O=S1(=O)C[C@@H](N2CCCC2)[C@H](COCc2ccccc2)N1 : 0

The list goes on:
SMILES | CASP6 VEID inh | Statin myotox sup | esBAF inh | LGR2 inh | S100A4 MyoIIA | FN deposit inh | SIRT5 inh
COc1ccccc1N1CCN(S(=O)(=O)CCNC(=O)c2ccccc2Br)CC1 | -1 | 18 | -7 | 15 | 12 | 7 | 0
CN(C)CC#Cc1ccc([C@H]2[C@H](CO)N3C(=O)CN(C(=O)Cc4cccnc4)C[C@@H]23)cc1 | -34 | · | · | -7 | -5 | · | 0
COc1ccccc1/C=N/NC(=O)c1nnn(-c2nonc2N)c1-c1ccccc1 | 6 | 5 | -4 | -3 | 2 | 4 | -2
COc1ccc(-c2[nH]nc3nc(N4CCN(C(=O)c5ccoc5)CC4)cc(C(F)(F)F)c23)cc1 | 3 | -22 | -3 | -7 | 1 | 17 | 0
C[C@H]1CN([C@@H](C)CO)C(=O)c2cc(NC(=O)Cn3cnnn3)ccc2O[C@H]1CN(C)C(=O)Nc1ccc(C(F)(F)F)cc1 | 1 | -8 | 0 | 10 | -8 | · | 4
Cc1cc(C)c(S(=O)(=O)c2ccc(F)cc2C)c(Cl)n1 | 2 | · | · | -18 | -2 | 7 | 11
COc1ccc(-c2cccc(-c3nc(C(=O)N(C)C)cc4c3[C@@H](CCO)N([S@](=O)C(C)(C)C)C4)c2)cc1 | -2 | 6 | -1 | 15 | -32 | 7 | 14
COc1ccccc1NC(=O)C(=N\O)/C(C)=N/O | 39* | · | · | · | -2 | 3 | 4
CSc1ccccc1C(=O)NCc1cccnc1 | -4 | 2 | -12 | -1 | -15 | 2 | -6
CN(C)S(=O)(=O)c1cccc(C(=O)NC2CCSc3ccccc32)c1 (configuration not stated) | 3 | -3 | 8 | 8 | -1 | -7 | -2

Bioassay records as filed in PubChem BioAssay.
